# Bioassay records as filed in PubChem.
# GalR3 antagonist = blocks the human galanin receptor 3. O60755. HEK293 GalR3-CNG cAMP membrane potential fluorescence; galR3 body fused to GalR1 C-terminus. inhibition, % at 3 µM. 360,000 compounds, 0.44% hits. AID 651719;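 active = inhibition above the screen-wide average plus 3 SD, cut at about 13% in these data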;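 also: forskolin and galanin both at EC90 stimulate the cells; cAMP rise reported by CNG channel membrane potential dye signal; 0% = forskolin plus galanin with DMSO and 100% = forskolin alone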
# Target sequence (O60755 1-299 limits assumed): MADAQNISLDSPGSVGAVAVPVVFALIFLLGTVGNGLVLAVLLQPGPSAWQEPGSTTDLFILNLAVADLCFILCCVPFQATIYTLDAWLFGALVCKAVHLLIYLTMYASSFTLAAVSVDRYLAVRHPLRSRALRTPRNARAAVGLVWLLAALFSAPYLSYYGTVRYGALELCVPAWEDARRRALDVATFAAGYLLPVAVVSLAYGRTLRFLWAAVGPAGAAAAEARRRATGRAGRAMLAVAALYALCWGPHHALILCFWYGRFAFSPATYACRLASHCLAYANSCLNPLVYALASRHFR
# MEKK2mut PB1 HTS = signal of MEK5 binding to mutant human MEKK2 PB1 domain | 290,000 compounds, 0.35% hits | percent response, % at 10 µM | bead flow cytometry, Alexa488-MEK5 binding to MEKK2 mutant; in the data active = percent response above about 24%, passing the limit was not always enough; also: inactives centre near 1; some results filed as inactive read as strong as hits; reference of the scale not given here
# MEKK3 PB1 HTS = raises or lowers MEK5 binding to the human MEKK3 PB1 domain. Q99759. bead-based flow cytometry, Alexa488-MEK5 binding to MEKK3; actives lie on both sides; 0 = blocked by unlabeled MEK5, 100 = vehicle. binding response (% of control), % at 10 µM. 290,000 compounds, 1.4% hits. AID 1529;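 active = binding response more than 3 SD above or below the average of its plate-row segment, actives on both sides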;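 also: Alexa488 bead fluorescence after subtracting the streptavidin-only scavenger bead signal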
# V1R ag counter = activates human V1a receptor in oxytocin agonist counter-screen; P37288; CHO-V1R cells, Fluo-8 calcium fluorescence, agonist mode; 0% DMSO, 100% 3 nM vasopressin; activation, % at 3 µM; 320,000 compounds, 0.25% hits; AID 2797;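 active = activation above the mean activation of all tested compounds plus 3 SD, per screening run, cut at about 20% in these data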;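 also: signal is peak over basal fluorescence ratio across a 100 second FLIPR read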
# MEKK2 WT-MEK5 = raises or lowers MEK5 binding to wildtype human MEKK2 PB1 domain; Q9Y2U5; bead flow cytometry, Alexa488-MEK5 binding to MEKK2 WT; actives lie on both sides; binding response (% of control), % at 10 µM; 290,000 compounds, 1.1% hits; in the data active = binding response below about 67% or above about 130%
# OXTR ag = human OXTR agonism | P30559 | CHO-OTR cells, Fluo-8 calcium fluorescence; normalized: DMSO 0%, oxytocin 100% | activation, % at 3 µM | 320,000 compounds, 0.32% hits | AID 2435;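 active = activation above the mean of all tested compounds plus 3 SD, cutoff set per screening run, cut at about 20% in these data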;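 also: peak over basal fluorescence ratio from a 100 s FLIPR kinetic read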
# Target sequence (P30559 whole entry, looked up): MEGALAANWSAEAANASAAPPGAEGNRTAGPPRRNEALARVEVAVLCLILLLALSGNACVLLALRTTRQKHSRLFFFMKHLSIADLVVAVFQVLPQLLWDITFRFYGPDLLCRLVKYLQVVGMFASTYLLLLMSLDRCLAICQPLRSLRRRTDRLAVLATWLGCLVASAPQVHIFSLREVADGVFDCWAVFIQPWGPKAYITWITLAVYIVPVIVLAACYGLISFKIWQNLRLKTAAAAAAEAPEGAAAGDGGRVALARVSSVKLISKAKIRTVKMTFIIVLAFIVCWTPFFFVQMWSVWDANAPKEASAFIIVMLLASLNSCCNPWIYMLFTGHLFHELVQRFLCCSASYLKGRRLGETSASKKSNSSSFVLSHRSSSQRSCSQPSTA
# GPR7 antagonist = blocks human GPR7 receptor signaling; 290,000 compounds, 1.1% hits; GPR7-expressing cells, fluorescence antagonist assay; P48145; inhibition, % at 4.4 µM; in the data active = inhibition above about 16%, passing the limit was not always enough;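 also: cells stimulated with the agonist NPW; 0% = agonist with vehicle and 100% = vehicle without agonist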
# NALP1 inh = blocks the NALP1 inflammasome reconstituted in yeast; S. cerevisiae NALP1/ASC/caspase-1 growth, X-gal OD620, 72 h; inhibition, % at 10 µM; 280,000 compounds, 0.61% hits; in the data active = inhibition mostly above about 24%, no sharp cut-off; inactive = mostly below about 32%; also: some compounds called inactive have numbers as strong as hits
# PHOSPHO1 inh = blocks human PHOSPHO1 phosphatase activity; Q8TCT1; recombinant PHOSPHO1, absorbance phosphatase assay; inhibition, % at 13.3 µM; 290,000 compounds, 1.1% hits; in the data active = inhibition above about 60%
# Target sequence (Q8TCT1 whole entry, looked up): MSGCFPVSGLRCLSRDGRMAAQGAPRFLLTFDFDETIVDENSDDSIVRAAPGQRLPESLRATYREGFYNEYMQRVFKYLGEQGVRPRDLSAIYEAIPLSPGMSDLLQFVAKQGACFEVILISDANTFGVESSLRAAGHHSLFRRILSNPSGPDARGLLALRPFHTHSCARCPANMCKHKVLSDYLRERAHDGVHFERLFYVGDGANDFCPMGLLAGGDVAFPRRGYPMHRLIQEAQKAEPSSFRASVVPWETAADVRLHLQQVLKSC
# Starred values were filed as active, the others as inactive; . = no result given; & = joins results of further samples.
cpd	mol	GalR3 antagonist	MEKK2mut PB1 HTS	MEKK3 PB1 HTS	V1R ag counter	MEKK2 WT-MEK5
1	CCN(C(=O)COC(=O)c1c(C)nn(-c2ccccc2)c1C)C1CCS(=O)(=O)C1 (configuration not stated)	0	8	103	0.6	105
2	N#CC1=C(Nc2ccccc2)SC=C(c2ccc(F)cc2)N=C1N1CCOCC1	.	.	.	0.1	.
3	Cc1cccc(C)c1-n1c(C)cc(/C=C2\NC(=O)NC2=O)c1C	-4	1	100	-0.6	97
4	CCCC1=NN2C(=N)/C(=C\c3cc(C)n(Cc4ccccc4)c3C)C(=O)N=C2S1	-5	7	104	43*	106
5	O=c1ccccn1Cc1c(Cl)cccc1Cl	.	-5	91	1.3	88
6	Cc1nnc(Nc2ccc(Cl)c(C(F)(F)F)c2)[nH]c1=O	-1	-22	85	-1.1	85
7	COc1cc2ccc(=O)oc2c(O[C@@H]2O[C@H](CO)[C@@H](O)[C@H](O)[C@H]2O)c1O	-1&-3	0	101	0.3&0.8	105
8	CC1COc2ccccc2N1C(=O)c1ccccc1Cl (configuration not stated)	-10	5	99	-0.6	99
9	N#Cc1cnc(Sc2ccccc2)nc1	-3	-1	99	0.7	99
10	COCCN(C(=O)Cc1ccc(OC)c(OC)c1)c1nc(-c2cc(OC)ccc2OC)cs1	-4	1	106	.	102
11	CC(C)[C@H](NC(=O)c1ccccc1)C(=O)OCc1nnc(-c2ccccc2)o1	-3	-3	96	0.8	95
12	CC(C)OC(=O)CCC(=O)Nc1ccc(F)cc1	-6	-4	110	-0.7	99
13	O=S(=O)(c1ccc(Br)s1)N1CCC(Cc2ccccc2)CC1	-2	6	99	1.7	104
14	CS(=O)(=O)N1CCN(C(=O)c2cc(-c3cccnc3)nc3ccc(Cl)cc23)CC1	0	8	104	1.1	107
15	Cc1cccc(NC(=O)Nc2ccc3c(c2)N(C)C(=O)CS3)n1	4	6	116	2.0	113

cpd	OXTR ag	GPR7 antagonist	NALP1 inh	PHOSPHO1 inh
1	0.3	-13	4	-27
2	0.2	-12	-1	18
3	-0.8	-11	3	-26
4	48*	-7	-4	46
5	0.4	-9	-4	8
6	0.8	-7	16	4
7	1.9&0.6	-8	9	33
8	-2.3	-5	17	20
9	-0.8	0	5	20
10	.	-23	11	25
11	-0.6	3	9	13
12	0.5	4	-9	-12
13	0.5	11	24	10
14	1.2	-5	26	37
15	0.0	-10	2	11

# More results follow:
cpd	mol	GalR3 antagonist	MEKK2mut PB1 HTS	MEKK3 PB1 HTS	V1R ag counter	MEKK2 WT-MEK5
16	CC1(C)CC(=O)c2c(nn(-c3ccccc3)c2N)C1	1	-1	98	-0.3	99
17	O=C(c1ccc(CSc2nc3ccncc3[nH]2)cc1)N1CCCCCC1	0	-5	91	1.1	93
18	COc1cccc(N=CC2=C(O)CC(C)(C)CC2=O)c1	-6	-5	79	0.7	80
19	O=Cc1ccc(-c2cccc(C(=O)O)c2)o1	-1	4	105	0.1	105
20	COCCN(CCOC)c1nc(N)c2c(N)nc3c(c2c1C#N)CC(=O)N3Cc1ccc(Cl)cc1	3	13	101	0.3	109
21	COc1ccc(S(=O)(=O)NCCSCc2cccs2)cc1	-7	1	97	-0.2	101
22	COc1ccc(/C(C)=N/Nc2nc(C)c(C(C)=O)s2)cc1	-10	2	104	-0.7	107
23	CCn1c(SCC(=O)N(C)C2CCS(=O)(=O)C2)nnc1-c1cccs1 (configuration not stated)	-7	2	116	1.4	107
24	Cc1cc(C)c(S(N)(=O)=O)c(C)c1N(C)S(=O)(=O)c1ccc(Cl)cc1	-2	-3	99	2.9	96
25	C/C(=N\NC(=O)OC(C)(C)C)c1ccccc1Br	-4	-1	98	-0.8	97
26	CCn1c(=O)cc(OCC(=O)NCc2cccs2)c2ccccc21	-1	-10	109	-1.6	93
27	CCOC(=O)c1c(S(=O)(=O)N(C)C2CCCCC2)c(C)n(C)c1C	5	-2	96	-0.4	96
28	COc1ccc(C(C(=O)NC(C)(C)C)N(C(=O)Cn2nnc3ccccc32)c2cccc(C(C)=O)c2)cc1O (configuration not stated)	0	5	113	0.1	108
29	O=c1c2ccccc2cnn1Cc1n[nH]c(=S)n1-c1ccc(F)cc1	-2	-4	82	0.6	88
30	CC(NC(=O)Nc1ccc(Br)cc1)C(C)(C)C (configuration not stated)	-3	3	108	8.2	107

cpd	OXTR ag	GPR7 antagonist	NALP1 inh	PHOSPHO1 inh
16	0.3	1	17	-1
17	1.2	-11	-2	20
18	-1.8	12	20	-7
19	0.4	-2	10	32
20	-0.2	2	23	6
21	0.6	0	-7	2
22	-0.2	-15	2	.
23	0.8	0	12	24
24	0.5	-18	8	40
25	-0.4	-9	-12	46
26	-1.8	-10	-3	18
27	-1.1	-3	4	50
28	-0.2	-8	.	38
29	-0.1	-13	-8	-131
30	2.9	-6	5	12

# (more compounds)
cpd	mol	GalR3 antagonist	MEKK2mut PB1 HTS	MEKK3 PB1 HTS	V1R ag counter	MEKK2 WT-MEK5
31	CCOC(=O)C1(C)C=C(Nc2ccc(OCC)cc2)C(=O)N1c1ccccc1 (configuration not stated)	4	6	99	-0.3	96
32	O=C(CN(c1ccccn1)S(=O)(=O)c1ccc(F)cc1)Nc1ccc(F)cc1F	-4	-8	110	0.5	104
33	COc1ccc(-c2nsc(SCC(=O)Nc3cc(C)on3)n2)cc1	-6	5	105	1.6	108
34	CCN(Cc1ccccc1)C(=O)CN1C(=O)COc2ccc(S(=O)(=O)NC3CCCC3)cc21	2	1	102	3.4	105
35	Cc1c(C#N)c(N=CN(C)C)c(C(=O)c2ccccc2)n1-c1ccccc1	4	6	107	-0.8	105
36	Cc1nn(S(=O)(=O)c2ccccc2)c(C)c1S(=O)(=O)N1CCC(C)CC1	-6	5	105	-0.6	105
37	COc1c(OC(C)=O)ccc(/C=C/c2ccc3ccccc3n2)c1[N+](=O)[O-]	-4	-9	86	2.9	93
38	CCN(CC(=O)NCc1cccs1)C(=O)CCc1c[nH]c2ccccc12	-1	0	100	0.2	98
39	O=C(Nc1ccc(NC(=O)c2ccccc2Cl)nc1)c1ccncc1	-7	-4	88	1.9	90
40	C/C(=N\NC(=O)c1ccc(NS(=O)(=O)c2cccs2)cc1)c1ccncc1	-2	-2	101	0.0	103
41	CCOC(=O)N1CCN(Cc2cc(=O)oc3ccc(Cl)cc23)CC1	-6	-7	97	0.4	96
42	COc1ccc(NC(=O)CN2CCN(CC(=O)Nc3ccc(OC)cc3)CC2)cc1	-4	12	102	-0.3	103
43	CCc1ccc(C(=O)COC(=O)CNC(=O)COc2ccccc2)cc1	0	-3	97	2.5	95
44	COc1ccccc1CN1CCCC(CN(CCN(C)C)C(=O)C2CCCC2)C1 (configuration not stated)	-2	34*	111	-0.2	135*
45	O=S(=O)(Nc1cccc(-n2cnnn2)c1)c1ccc(Cl)nc1	0	3	101	0.5	101

cpd	OXTR ag	GPR7 antagonist	NALP1 inh	PHOSPHO1 inh
31	-1.6	-5	16	-16
32	-0.2	-1	-19	16
33	-1.1	-11	-3	41
34	1.5	4	7	63*
35	-1.9	-9	20	17
36	-0.7	-1	9	38
37	2.4	5	36	-10
38	-0.3	-10	5	20
39	1.5	3	0	47
40	0.1	-22	10	42
41	0.8	5	14	16
42	-0.9	-3	22	18
43	-1.7	-6	3	-2
44	0.2	-9	11	39
45	-1.0	-8	13	50

# (next part)
cpd	mol	GalR3 antagonist	MEKK2mut PB1 HTS	MEKK3 PB1 HTS	V1R ag counter	MEKK2 WT-MEK5
46	CCCCNC(=S)N(CCN(CC)CC)Cc1cc2cc3c(cc2[nH]c1=O)OCO3	-8	24*	105	0.9	120
47	C=CCNc1ncnc2sc(SC)nc12	-10	2	99	1.6	95
48	CSc1sc(C)cc1C1C(C#N)=C(N)N(c2cccnc2)C2=C1C(=O)CCC2 (configuration not stated)	-2	-1	99	0.1	100
49	COc1ccc(C(=O)Nc2cccc(C(=O)N3CCCCC3)c2)cc1	-1	7	102	2.7	104
50	CCOC(=O)c1cc2c(s1)-c1ccccc1CC2	-1	5	105	-0.6	103
51	CCC(=O)Nc1nc2nc(-c3ccccc3)cc(=O)n2[nH]1	-5	1	106	0.3	98
52	O=C(NCc1ccccc1Cl)c1ccc2ccccc2n1	2	-2	100	-1.4	97
53	Cc1nn(Cc2ccccc2)c(C)c1NC(=O)Cn1nc([N+](=O)[O-])c(Cl)c1C	-4	3	104	0.4	102
54	CCCc1nnc(SCC(=O)Nc2cc(C)on2)n1CCOC	-6	4	100	-0.3	106
55	COc1ccccc1/C=N/NC(=O)c1ccccc1Cl	-6	-10	81	-0.5	75
56	CSc1ccccc1OCc1cc(C(=O)N2CCCC2c2nonc2C)no1 (configuration not stated)	-6	-5	99	0.1	97
57	COc1cc(NC(=S)Nc2ccccn2)cc(OC)c1OC	-3	-5	115	-0.1	107
58	Cc1cccc(NC(=S)N(CCN(C)C)Cc2cc3cccc(C)c3[nH]c2=O)c1	4	-1	92	1.9	98
59	CC(C)NC(=O)CN(Cc1ccc(F)cc1)C(=O)CCC(=O)Nc1ccccn1	-9	0	96	-0.5	95
60	O=S1(=O)N=C(N/N=C/C=C/c2ccccc2)c2ccccc21	1	-1	101	2.5	103

cpd	OXTR ag	GPR7 antagonist	NALP1 inh	PHOSPHO1 inh
46	-0.8	-2	-4	36
47	-0.9	-15	24	16
48	0.6	-12	-7	0
49	-0.4	-2	-1	66*
50	-0.8	8	26	27
51	0.5	2	.	9
52	-1.8	-1	8	28
53	2.5	-8	12	38
54	0.8	-3	13	14
55	-1.0	18	8	20
56	1.6	-3	8	18
57	-1.3	-15	5	-31
58	2.8	-5	21	-18
59	0.1	0	17	6
60	1.9	-2	6	-5

# Shown as a hit in PHOSPHO1 inh (from the list above):
cpd | structure | GalR3 antagonist | MEKK2mut PB1 HTS | MEKK3 PB1 HTS | MEKK2 WT-MEK5 | GPR7 antagonist | NALP1 inh | PHOSPHO1 inh
34 | CCN(Cc1ccccc1)C(=O)CN1C(=O)COc2ccc(S(=O)(=O)NC3CCCC3)cc21 | 2 | 1 | 102 | 105 | 4 | 7 | 63*
49 | COc1ccc(C(=O)Nc2cccc(C(=O)N3CCCCC3)c2)cc1 | -1 | 7 | 102 | 104 | -2 | -1 | 66*

# Fetched by structure from above (four):
cpd	mol	GalR3 antagonist	MEKK2mut PB1 HTS	MEKK3 PB1 HTS	V1R ag counter	MEKK2 WT-MEK5
58	Cc1cccc(NC(=S)N(CCN(C)C)Cc2cc3cccc(C)c3[nH]c2=O)c1	4	-1	92	1.9	98
47	C=CCNc1ncnc2sc(SC)nc12	-10	2	99	1.6	95
59	CC(C)NC(=O)CN(Cc1ccc(F)cc1)C(=O)CCC(=O)Nc1ccccn1	-9	0	96	-0.5	95
50	CCOC(=O)c1cc2c(s1)-c1ccccc1CC2	-1	5	105	-0.6	103

cpd	OXTR ag	GPR7 antagonist	NALP1 inh	PHOSPHO1 inh
58	2.8	-5	21	-18
47	-0.9	-15	24	16
59	0.1	0	17	6
50	-0.8	8	26	27
